Compound activity as filed in PubChem.
Neddylation inh – inhibitors of cullin neddylation, primary screen, biochemical, TR-FRET, uHTS, NAE and Ubc12; 360,000 tested, 0.58% active; AID 651699, 2012; calls only at 25 µM; in the data active means inhibition above about 36%
DNMT1 inh – human DNMT1 methyltransferase inhibitors, primary screen, biochemical, molecular beacon, fluorescence, HinP1I cleavage, uHTS. 360,000 tested, 0.83% active. inhibition (reported as % activation of signal), % at 10 µM. AID 588458, 2011. DNA (cytosine-5)-methyltransferase 1 (Homo sapiens), P26358; in the data active means inhibition above about 50%
NadD inh – inhibitors of S. aureus NadD, primary screen, biochemical, colorimetric, uHTS; AID 602399, 2012; inhibition, % at 20 µM; 360,000 tested, 0.78% active; purified NadD enzyme, colorimetric absorbance read-out; in the data active means inhibition above about 26%; further: some compounds past the cut are filed as inactive
SUMO1-SIM PPI – modulators of SUMO1 protein-protein interactions, primary screen, biochemical, uHTS; SUMO1 binding to a labelled peptide, TR-FRET, 1 h; inhibition, % at 20 µM; 360,000 tested, 0.33% active; Small ubiquitin-related modifier 1 (Homo sapiens), P63165; AID 602429, 2012; in the data active means inhibition above about 37%
Scp-1 inhibitor – Scp-1 phosphatase inhibitors, primary screen, biochemical, colorimetric, uHTS. AID 493091, 2011. Carboxy-terminal domain RNA polymerase II polypeptide A small phosphatase 1 (Homo …. 340,000 tested, 0.88% active. inhibition, % at 20 µM. Recombinant Scp1, phosphopeptide, malachite green phosphate absorbance;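 active means inhibition above about 50% at 20 µM, limit read from the data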;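 further: plate controls were DMSO wells with enzyme for no effect and wells lacking enzyme for full effect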
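Test system – truncated SCP-1 phosphatase (76-261aa) · Reagent – Phosphorylated 17-residue peptide substrate · Incubation – 45 min room-temperature reaction, 5 min colour, 30 min stabiliser · Detection – colorimetric phosphate reagent with accelerator and stabiliser, absorbance at 630 nm · Measure – % inhibition at 20 µM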
STEP block – STEP phosphatase inhibitors, primary screen, biochemical, fluorescence intensity, uHTS. inhibition, % at 20 µM. 360,000 tested, 0.25% active. AID 588621, 2011. recombinant STEP, OMFP fluorogenic substrate;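 active means inhibition at 20 µM, scaled per plate between control wells, above about 37%, limit read from the data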;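 further: 0% = DMSO with enzyme and substrate and 100% = substrate only without enzyme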
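Assay system: isolated STEP enzyme / Timing: 20 min at room temperature, dark / Doses: 20 µM, 1% DMSO / Technique: fluorescence intensity, excitation 480 nm, emission 540 nm / Reagent: fluorogenic phosphatase substrate OMFP at 25 µM final / Measure: percent inhibition scaled to no-enzyme and uninhibited-enzyme controls, plate-pattern corrected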
Rpn11 inh – Rpn11 (PSMD14) deubiquitinase inhibitors, primary screen, biochemical, fluorescence polarization, uHTS | 360,000 tested, 0.59% active | calls only at 20 µM | 26S proteasome non-ATPase regulatory subunit 14 (Homo sapiens), O00487 | AID 588493, 2011 | human 26S proteasome, Ub4-pepOG fluorescence polarization; 20S core pre-blocked with epoxomicin;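 active means inhibition at 20 µM, scaled to each plate's controls, above about 33%, limit read from the data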
CSN inh – inhibitors of CSN-mediated cullin deneddylation, primary screen, biochemical, fluorescence polarization, uHTS; COP9 signalosome complex subunit 5 (Homo sapiens), Q92905; Purified CSN, SCF-Nedd8-OG deneddylation; inhibition, % at 12.5 µM; 360,000 tested, 0.38% active; AID 651999, 2013;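 active means pattern-corrected inhibition above about 35%, with an unprinted fluorescence ratio check between 0.5 and 1.5, limit read from the data, passing the limit was not always enough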;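 further: 0% = enzyme with substrate and 100% = substrate without enzyme; some results filed as inactive read as strong as hits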
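Test system: purified human Csn5 enzyme expressed in HEK293T cells. Amount: 0.24 nM enzyme. Reagent: SCFSkp2-Nedd8OG substrate at 10 nM final. Schedule: 90 min incubation of compound, enzyme and substrate at room temperature. Detection: fluorescence polarization. Read-out: % inhibition of substrate cleavage by Csn5.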
LMPTP inh – LMPTP phosphatase inhibitors, primary screen, biochemical, fluorescence intensity, uHTS; 360,000 tested, 0.22% active; recombinant LMPTP-A, OMFP fluorogenic substrate; inhibition, % at 20 µM; Low molecular weight phosphotyrosine protein phosphatase (Homo sapiens), P24666;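 active means compounds that cut the enzyme signal by at least half of the control window in the single-dose screen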;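 further: plate controls were DMSO wells with enzyme plus substrate for no effect and substrate without enzyme for full effect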
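Assay system: LMPTP-A, protein tyrosine phosphatase of low molecular weight / Medium: pH 6.0 Bis-Tris buffer with DTT and Triton X-100 / Schedule: 50 min enzyme reaction at room temperature, protected from light / Measured by: endpoint fluorescence intensity from OMFP dephosphorylation / Read-out basis: % inhibition relative to no-enzyme and uninhibited control wells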
Rin1-Abl PPI inh – inhibitors of Rin1-Abl protein binding, primary screen, biochemical, TR-FRET; AID 588664, 2011; inhibition, % at 7.35 µM; Tyrosine-protein kinase ABL1 (Homo sapiens) + Ras and Rab interactor 1 (Homo sapiens), …; 360,000 tested, 0.4% active; in the data active means inhibition above about 5%, passing the limit was not always enough
Target sequence (P00519 whole entry, looked up): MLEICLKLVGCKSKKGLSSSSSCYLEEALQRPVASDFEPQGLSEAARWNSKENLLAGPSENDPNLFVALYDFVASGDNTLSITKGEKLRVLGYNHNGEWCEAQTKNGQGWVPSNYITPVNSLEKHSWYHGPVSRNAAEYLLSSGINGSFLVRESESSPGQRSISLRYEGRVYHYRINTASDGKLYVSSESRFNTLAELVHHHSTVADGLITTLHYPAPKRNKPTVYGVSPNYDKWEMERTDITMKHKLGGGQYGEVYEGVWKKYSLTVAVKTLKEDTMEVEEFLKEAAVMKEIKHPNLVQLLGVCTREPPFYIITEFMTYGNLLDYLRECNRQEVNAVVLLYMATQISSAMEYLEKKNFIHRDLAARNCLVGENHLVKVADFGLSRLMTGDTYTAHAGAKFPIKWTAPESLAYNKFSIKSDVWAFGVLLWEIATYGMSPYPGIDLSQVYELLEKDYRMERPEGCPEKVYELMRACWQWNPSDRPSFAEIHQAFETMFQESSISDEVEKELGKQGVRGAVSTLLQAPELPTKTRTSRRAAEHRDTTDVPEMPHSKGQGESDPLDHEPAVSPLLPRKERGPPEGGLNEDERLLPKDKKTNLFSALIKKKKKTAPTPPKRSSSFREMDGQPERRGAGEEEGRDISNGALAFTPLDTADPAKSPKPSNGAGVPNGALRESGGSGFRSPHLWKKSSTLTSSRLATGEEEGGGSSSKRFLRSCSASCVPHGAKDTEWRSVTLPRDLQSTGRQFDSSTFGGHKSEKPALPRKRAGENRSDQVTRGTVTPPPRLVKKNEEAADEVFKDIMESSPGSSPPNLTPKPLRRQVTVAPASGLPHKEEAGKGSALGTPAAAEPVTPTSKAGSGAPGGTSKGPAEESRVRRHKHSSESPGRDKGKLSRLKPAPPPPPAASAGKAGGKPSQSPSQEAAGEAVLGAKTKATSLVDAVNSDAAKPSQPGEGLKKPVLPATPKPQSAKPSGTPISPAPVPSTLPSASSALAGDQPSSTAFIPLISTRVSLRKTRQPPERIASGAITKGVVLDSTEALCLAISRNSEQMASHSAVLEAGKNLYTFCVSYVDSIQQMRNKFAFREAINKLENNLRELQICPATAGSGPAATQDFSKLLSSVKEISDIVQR
Target sequence (Q13671 whole entry, looked up): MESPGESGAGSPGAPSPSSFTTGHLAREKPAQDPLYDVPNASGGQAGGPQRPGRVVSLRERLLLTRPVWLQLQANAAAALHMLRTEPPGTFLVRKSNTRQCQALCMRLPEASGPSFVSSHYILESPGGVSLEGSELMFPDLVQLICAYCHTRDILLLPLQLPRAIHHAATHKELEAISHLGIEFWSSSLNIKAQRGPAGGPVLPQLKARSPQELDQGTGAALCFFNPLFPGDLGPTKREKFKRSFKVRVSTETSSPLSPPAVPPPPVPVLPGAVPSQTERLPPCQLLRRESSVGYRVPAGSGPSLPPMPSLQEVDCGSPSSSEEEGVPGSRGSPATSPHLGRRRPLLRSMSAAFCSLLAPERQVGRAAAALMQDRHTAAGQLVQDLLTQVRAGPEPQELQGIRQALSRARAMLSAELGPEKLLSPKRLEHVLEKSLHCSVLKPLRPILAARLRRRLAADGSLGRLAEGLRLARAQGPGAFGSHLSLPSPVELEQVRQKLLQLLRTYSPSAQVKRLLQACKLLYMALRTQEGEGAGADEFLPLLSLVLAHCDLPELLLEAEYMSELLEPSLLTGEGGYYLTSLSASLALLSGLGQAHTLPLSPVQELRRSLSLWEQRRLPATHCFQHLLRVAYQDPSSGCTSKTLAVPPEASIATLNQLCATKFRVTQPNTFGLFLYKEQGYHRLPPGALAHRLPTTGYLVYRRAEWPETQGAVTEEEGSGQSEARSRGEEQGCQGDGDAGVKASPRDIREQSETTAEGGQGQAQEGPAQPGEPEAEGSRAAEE
* = called active by the depositor; i = inactive; x = not tested or not shown; + = active, no number.

Neddylation inh	DNMT1 inh	NadD inh	SUMO1-SIM PPI	Scp-1 inhibitor	STEP block	Rpn11 inh	CSN inh	LMPTP inh	Rin1-Abl PPI inh	mol
i	3	-10	-9	-10	79*	i	1	-0.7	-1	O=C(Nc1cccc(O)c1)C1CC(c2cccc(Br)c2)=NO1 (centres undefined)
i	6	-1	0	1	-4	i	4	-2.2	-3	CCOc1ccccc1-n1c(SCC(=O)NC(C)(C)C)nnc1-c1ccoc1C
i	1	4	0	x	1	i	-2	-5.9	-4	CCc1nc2ccc(C(=O)Nc3ccc4c(c3)OCC(=O)N4)cn2c1N(C)C(=O)Cc1ccccc1
i	-6	2	-8	-4	-2	i	2	3.2	0	Nc1nc(Nc2cccc(F)c2)nc(NCc2ccco2)c1[N+](=O)[O-]
i	-5	-3	-2	-10	-2	i	-3	0.6	1	O=C(CSCc1ccccc1)N1CCc2ccccc21
i	2	-7	2	-3	-2	i	-4	-1.4	3	CN1CCN(C(CNC(=O)C(=O)NC2CCCCC2)c2ccc(F)cc2)CC1 (centres undefined)
i	4	-3	-4	-9	-3	i	7	-0.7	-1	Cc1nc(-c2ccccc2)cs1
i	1	5	3	1	-2	i	6	0.0	-2	Cc1ccc(CNC(=O)CCS(=O)(=O)c2cc(Br)cc3c2N(C(=O)C2CC2)CC3)o1
i	-6	1	-31	-2	-1	i	9	-0.8	1	CC1=CC(=NNS(=O)(=O)c2ccc([N+](=O)[O-])cc2)CC(C)(C)C1
i	-10	7	-8	2	-2	i	4	-0.3	2	Cc1cc(/C=C2/NC(=O)NC2=O)c(C)n1-c1sc2c(c1C#N)CCCC2
i	7	-5	5	2	-4	i	-3	-0.2	0	COCCN(CC(=O)Nc1cccc(C)c1C)C(=O)c1cc2ccccc2cc1OC
i	1	-1	1	-10	-5	i	-1	-2.4	3	C=CCc1cc(OC)ccc1OCCON1C(=O)CCC1=O
i	4	0	0	-8	-1	i	-1	-3.4	1	CC1CC(C)CN(C(=O)COC(=O)COc2ccc(C#N)cc2)C1 (centres undefined)
i	10	2	-9	-9	-1	i	-3	19	-18	Cc1cc2cc(CN3C(=O)c4ccccc4C3=O)ccc2n1C
i	-1	0	1	3	-2	i	-2	-1.1	4	Cc1nn(-c2ccccc2)nc1C(=O)Oc1cc(C(F)(F)F)nn1-c1ccccc1
i	-2	1	-2	-3	1	i	7	-0.9	3	Cc1cccc(CCNC(=O)c2cc(S(=O)(=O)N3CCOCC3)cn2C)c1
i	3	-6	12	-11	2	i	4	-0.4	2	Cc1cc(C)c(S(=O)(=O)c2ccccc2)c(OC(=O)c2c(F)cccc2F)n1
i	-3	-1	3	-14	-2	i	0	-0.2	-2	O=C(/C(=C(\O)c1ccccc1)c1nc2ccccc2[nH]1)c1ccccc1
i	2	-6	1	-3	-2	i	-2	-1.1	3	Cc1ccc(OCC(=O)N2CCN(C3=NS(=O)(=O)c4ccccc43)CC2)cc1
i	-15	10	0	3	1	i	0	1.9	5	CC(C)(C)[C@H]1COC(=O)[C@@H](NC(=O)OCC2c3ccccc3-c3ccccc32)C/C=C\C[C@@H](CC(=O)N[C@@H](CO)Cc2ccccc2)C(=O)N1
i	1	-8	-2	-1	-1	i	3	-1.2	0	CCCNS(=O)(=O)c1ccc(OCC(=O)NCCC2=CCCCC2)cc1
i	-3	3	3	-6	-3	i	-4	-0.5	1	CC1CC(C)CN(CC(=O)Nc2cc(S(=O)(=O)N3CCOCC3)ccc2N2CCCC2)C1 (centres undefined)
i	0	-5	1	-10	1	i	-1	0.3	2	O=C(CN(Cc1ccccc1)C(=O)c1csnn1)NCCc1ccccc1
i	3	-3	-2	-7	2	i	1	-1.3	1	O=C(NCc1ccc(Cl)c(Cl)c1)C1CCCC1
i	-3	0	-1	-12	-2	i	4	-1.4	-1	CCN(CCCNC(=O)C1CCN(S(=O)(=O)c2cnc[nH]2)CC1)c1cccc(C)c1
i	6	14	-9	-7	-3	i	-1	1.2	-3	O=c1c2[nH]c3ccc(F)cc3c2nc2n1CCS2
i	0	0	2	-2	-3	i	-4	-0.3	-1	O=C(NC1CCN(Cc2ccccc2)CC1)c1cccc(OC(F)F)c1
i	-7	13	-27	98*	-1	i	3	-1.9	2	O=C(NCCCO)c1cc([N+](=O)[O-])cc2c1C=Cc1ccccc1O2
i	1	-1	1	-3	0	i	-3	1.0	6	S=C1NCN(Cc2cccnc2)CN1Cc1ccccc1
i	-16	-5	-16	-5	-4	i	0	-1.5	0	CC(=O)Nc1ccc(Nc2nc(-c3sc(NC(C)=O)nc3C)cs2)cc1

Reprinted from the part before: 3 entries, then new ones.
Neddylation inh	DNMT1 inh	NadD inh	SUMO1-SIM PPI	Scp-1 inhibitor	STEP block	Rpn11 inh	CSN inh	LMPTP inh	Rin1-Abl PPI inh	mol
i	-7	13	-27	98*	-1	i	3	-1.9	2	O=C(NCCCO)c1cc([N+](=O)[O-])cc2c1C=Cc1ccccc1O2
i	1	-1	1	-3	0	i	-3	1.0	6	S=C1NCN(Cc2cccnc2)CN1Cc1ccccc1
i	-16	-5	-16	-5	-4	i	0	-1.5	0	CC(=O)Nc1ccc(Nc2nc(-c3sc(NC(C)=O)nc3C)cs2)cc1
i	1	-4	5	8	-2	i	-1	-0.4	x	CCCCCCOC(=O)CC1CC(C(C)=O)C1(C)C (centres undefined)
i	1	3	-1	-6	-4	i	2	0.3	1	COc1ccc(NC(=O)CCCn2c(=O)oc3ccccc32)cc1Cl
i	-1	-2	-1	-6	2	i	-4	-1.9	-4	COCCNS(=O)(=O)c1cc(C)c(C)cc1C
i	4	-3	-1	-3	-4	i	1	-1.7	-1	CNC(=O)COC(=O)/C=C/c1cn(-c2ccccc2)nc1-c1ccc2c(c1)OCCO2
i	-3	-7	-2	-6	1	i	-13	-0.4	0	COc1ccc(NC(=O)CC(c2ccc(F)cc2)c2ccc(OC)cc2)cc1 (centres undefined)
i	-1	-8	4	-1	-3	i	-2	-1.1	-2	CCOc1ccc(S(=O)(=O)NCCC(=O)N2CC=C(c3ccccc3)CC2)cc1
i	2	1	0	x	-2	i	3	1.5	-5	OC(Cc1cccc(Br)c1)c1ncc(-c2ccccc2C(F)(F)F)[nH]1 (centres undefined)
i	5	2	0	-9	-3	i	-8	0.1	3	O=C(CN(c1ccc(F)cc1)S(=O)(=O)c1ccccc1)Nc1ccccc1C(=O)O
i	-1	1	1	-7	2	i	-2	0.0	-3	CCN=C1SC(CC(=O)NC2CCCCC2)C(=O)N1CC (centres undefined)
i	1	1	0	-3	-1	i	-2	-0.9	-4	C[C@H](NC(=O)[C@H]1N2C(=O)c3ccccc3C2SC1(C)C)C(=O)NCc1ccncc1 (some centres undefined)
i	3	-3	2	7	-1	i	-5	0.0	2	Clc1ccc(Cc2nnc(-c3cccs3)o2)cc1
i	-32	31*	2	4	0	i	-3	2.5	1	C[C@@H]1CN([C@@H](C)CO)C(=O)Cc2cc(NC(=O)Nc3cccc4ccccc34)ccc2O[C@@H]1CN(C)Cc1ccc(C(F)(F)F)cc1
i	2	5	13	-2	2	+	2	-1.0	0	COc1ccc(C(=O)Nc2nc3nc(-c4ccccc4)cc(=O)n3[nH]2)cc1
i	-1	0	2	1	0	i	-3	1.5	3	O=C(NCC1COc2ccccc2O1)c1ccco1 (centres undefined)
i	1	1	4	-3	-1	i	-1	-2.1	0	Cc1nn(S(=O)(=O)c2ccc(Cl)cc2)c(C)c1S(=O)(=O)N1CCOCC1
i	-3	-5	1	-6	0	i	2	-0.5	4	COC(=O)c1ccc(C(=O)NC2CCCN(Cc3ccc(Cl)cc3)C2)nc1 (centres undefined)
i	-4	5	-2	2	3	i	-2	1.8	2	CCOC(=O)Cn1nnnc1CN(Cc1ccccc1)Cc1cc2cc(CC)ccc2[nH]c1=O
i	-2	-5	-3	-5	-4	i	-2	-0.1	1	CC(=O)Nc1ccc(S(=O)(=O)NCC(=O)OC(C)c2ccccc2Cl)cc1 (centres undefined)

Single records, as listed above. Values in the order: Neddylation inh | DNMT1 inh | NadD inh | SUMO1-SIM PPI | Scp-1 inhibitor | STEP block | Rpn11 inh | CSN inh | LMPTP inh | Rin1-Abl PPI inh
O=C(CN(c1ccc(F)cc1)S(=O)(=O)c1ccccc1)Nc1ccccc1C(=O)O in the list: i | 5 | 2 | 0 | -9 | -3 | i | -8 | 0.1 | 3
COc1ccc(NC(=O)CCCn2c(=O)oc3ccccc32)cc1Cl in the list: i | 1 | 3 | -1 | -6 | -4 | i | 2 | 0.3 | 1
CCN=C1SC(CC(=O)NC2CCCCC2)C(=O)N1CC (centres undefined) in the list: i | -1 | 1 | 1 | -7 | 2 | i | -2 | 0.0 | -3

Copied from the list.
`OC(Cc1cccc(Br)c1)c1ncc(-c2ccccc2C(F)(F)F)[nH]1` (centres undefined) @ LMPTP inh = 1.5
`CCOc1ccc(S(=O)(=O)NCCC(=O)N2CC=C(c3ccccc3)CC2)cc1` @ STEP block = -3
`COc1ccc(NC(=O)CCCn2c(=O)oc3ccccc32)cc1Cl` @ NadD inh = 3
`CCOC(=O)Cn1nnnc1CN(Cc1ccccc1)Cc1cc2cc(CC)ccc2[nH]c1=O` @ Rin1-Abl PPI inh = 2
`COc1ccc(NC(=O)CC(c2ccc(F)cc2)c2ccc(OC)cc2)cc1` (centres undefined) @ SUMO1-SIM PPI = -2
`O=C(NCC1COc2ccccc2O1)c1ccco1` (centres undefined) @ Rin1-Abl PPI inh = 3
`Clc1ccc(Cc2nnc(-c3cccs3)o2)cc1` @ DNMT1 inh = 3
